LGR2 inh = blocks bursicon-induced cAMP signaling via Drosophila LGR2 | inhibition, % at 9.99 µM | HEK293 LGR2, CRE-luciferase, bursicon-stimulated, 4 h | 380,000 tested, 0.35% active | AID 720647;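 active = drop in luminescence signal, shown as inhibition above about 50% in the replicate tests, limit read from the data, passing the limit was not always enough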;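 note: agonist challenge used bursicon conditioned medium at about half maximal strength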
PAX8 reporter = lowers PAX8-driven luciferase in RMG-I cells; RMG-I TPO-luciferase reporter, SteadyGlo, 24 h; inhibition, % at 12.6 µM; 360,000 tested, 1.2% active;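 active = mean replicate inhibition at least 60% with every replicate also reaching 60%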;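 note: luciferase light reporting Pax8 driven TPO promoter activity; plate controls were median of neutral control wells for no effect and mitoxantrone controls for full effect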
ARNT TACC3 PPI = disruptors of human ARNT/TACC3 interaction; Q9Y6A5; AlphaScreen His-ARNT PAS-B/GST-TACC3 binding, luminescence; TACC3 fragment carries E629A point mutation; inhibition, % at 9.99 µM; 390,000 tested, 0.66% active; AID 623870;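 active = mean inhibition of replicates at least 50% and at least half of replicates each reaching 50%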;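 note: 0% = complete ARNT plus TACC3 wells and 100% = ARNT alone without TACC3; many hits fall short of the cut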
PGC1a acetyl inh = PGC1a acetylation modulation, inhibitor mode | U2OS PGC1a acetylation, AlphaScreen anti-acetyl-lysine; with virally co-expressed GCN5 acetyltransferase | inhibition, % at 15.6 µM | 350,000 tested, 0.17% active;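 active = every replicate shows inhibition of at least 40%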;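 note: 0% = neutral control wells and 100% = positive control wells; some results beyond the cut were filed as inactive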
INS-1E GSIS act = primary screen for activators of insulin secretion dependent on glucose, INS-1E cells, GLuc reporter luminescence; AID 743287; activation, % at 16.6 µM; 370,000 tested, 0.61% active; INS-1E GLuc reporter insulin secretion, 2-3 h;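 active = lowest replicate activation of at least 40%, so every replicate reaches that level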;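 note: 0% = median of neutral control wells and 100% = median of IBMX positive control wells; some compounds called inactive have numbers as strong as hits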
Cneo AK release = causes C. neoformans cell lysis; adenylate kinase release luminescence, 4 h; normalised: neutral wells 0, clomiphene wells 100; 360,000 tested, 0.2% active; AID 651654; lysis activity, % at 15 µM;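 active = mean lysis activity across replicates of at least 80%, whatever share of replicates individually reach that level; inactive = mean lysis activity below 80%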
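read-out = cell lysis signal | test system = log-phase Cryptococcus neoformans yeast cells | input = cells at 5 × 10^6 per mL | medium = fresh YPD growth medium | signal = luminescent adenylate kinase detection reagent | timing = 4 h at 37 °C static, read 1 h later | dosing = single dose | controls = Clomiphene as positive lysis control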
PglD inh = PglD (C. jejuni) enzyme inhibition. purified PglD enzyme, DTNB colorimetric CoA detection. inhibition, % at 12.5 µM. 360,000 tested, 0.098% active. AID 602405; in the data active = inhibition above about 16%, passing the limit was not always enough; note: strong numbers were not always called active
C2C12 statin = suppressors of simvastatin-induced myotoxicity in C2C12 myotubes; ATP luminescence, 48 h; scaled: DMSO 0, geranylgeraniol control 100; rescue of ATP level, % at 7.49 µM; 330,000 tested, 0.78% active; AID 602340;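 active = mean ATP rescue above about 67%, or every replicate alone reaching that limit, limit read from the data, passing the limit was not always enough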;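 note: myotubes were challenged with 10 µM simvastatin during compound exposure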
* hit, by the source's call; x = no result given; & = joins results of further samples.

Start of the data: the first 3 records, ahead of the listing:
SMILES | LGR2 inh | PAX8 reporter | ARNT TACC3 PPI | PGC1a acetyl inh | INS-1E GSIS act | Cneo AK release | PglD inh | C2C12 statin
C[C@H](CO)N1C[C@H](C)[C@H](CN(C)C(=O)c2ccc(N3CCN(C)CC3)cc2)OCc2cnnn2CCCC1=O | 7&9 | -12&5 | -7 | 7&6&3 | -1&-6 | 1&-1 | 4&2 | -1&7&-19
CCCCNC(=O)/C(C#N)=C/c1ccc(C(=O)OC)cc1 | x | x | -2 | 14 | x | 9 | 1 | 6
C[C@@H](O)C#Cc1cnc2c(c1)C(=O)N([C@@H](C)CO)C[C@H](C)[C@@H](CN(C)C(=O)Nc1ccc(F)cc1)O2 | 18 | x | 0 | 14 | 21 | -4 | 2 | -22

Main list, from the start:
SMILES | LGR2 inh | PAX8 reporter | ARNT TACC3 PPI | PGC1a acetyl inh | INS-1E GSIS act | Cneo AK release | PglD inh | C2C12 statin
C[C@H](CO)N1C[C@H](C)[C@H](CN(C)C(=O)c2ccc(N3CCN(C)CC3)cc2)OCc2cnnn2CCCC1=O | 7&9 | -12&5 | -7 | 7&6&3 | -1&-6 | 1&-1 | 4&2 | -1&7&-19
CCCCNC(=O)/C(C#N)=C/c1ccc(C(=O)OC)cc1 | x | x | -2 | 14 | x | 9 | 1 | 6
C[C@@H](O)C#Cc1cnc2c(c1)C(=O)N([C@@H](C)CO)C[C@H](C)[C@@H](CN(C)C(=O)Nc1ccc(F)cc1)O2 | 18 | x | 0 | 14 | 21 | -4 | 2 | -22
C[C@H]1CN([C@@H](C)CO)C(=O)c2c(c3ccccc3n2C)-c2ccccc2CO[C@@H]1CN(C)S(=O)(=O)c1ccsc1 | -7 | 92* | 4 | 27 | 8 | 0 | -1 | x
CC(C(=O)N1CCOCC1)(c1ccccc1)c1ccccc1 | -1 | x | -5 | -6 | 47 | 1 | -1 | x
CCCCn1c(N)c(N(CC(C)C)C(=O)CC(NC(=O)c2ccccc2Cl)c2ccccc2)c(=O)[nH]c1=O (stereo unspecified) | -6 | 10 | x | x | 5 | 0 | -2 | -2
COC(=O)[C@H]1C[C@@H]1[C@H](NC(=O)c1cc(C)on1)c1ccccc1 | -8 | -16 | x | 5 | 3 | -1 | -1 | 8
COc1ccc(Cn2c(O)c(C=Nc3ccc(C)cc3)c3ccccc3c2=O)cc1 | 2 | -4 | -2 | 9 | 21 | -6 | -5 | 11
CCCN(CC(=O)Nc1ccccc1C)C(=O)CCCOc1ccc(Br)cc1 | -6 | 10 | 2 | 4 | -20 | 0 | 2 | -6
CN1c2ccc(C#Cc3ccccc3F)cc2[C@H]2[C@H](CCN2C(=O)c2cnccn2)[C@H]1CO | -8 | -4 | 5 | 4 | -1 | 6 | 1 | -71
O=C(NN1CCOCC1)c1cccc(Br)c1 | -8 | -1 | x | -1 | 9 | -2 | 3 | x
Cc1ccc2c(c1)-c1c(ssc1=S)C(C)(C)N2C(=O)c1ccco1 | x | x | 6 | 10 | x | 1 | -4 | 36
CCC1CCCCN1CCCNC(=O)Cn1ncc2c([nH]c3ccc(C)cc32)c1=O (stereo unspecified) | x | x | x | 1 | x | 0 | 0 | 5
COCCN(Cc1ccccc1)C(=O)c1ccc2c(c1)NC(=O)CS2 | 19 | -8 | 2 | -3 | -7 | 0 | -1 | 9
COc1ccc(CCNS(=O)(=O)c2cccc([N+](=O)[O-])c2)cc1OC | -4 | -8 | 2 | 5 | 13 | -3 | 10 | -2
NC(=O)[C@H]1[C@@H]2C(=O)O[C@@H](c3ccccc3)[C@@H](c3ccccc3)N2[C@@H](c2ccccc2OCCO)[C@]12C(=O)Nc1ccc(C#CC3(O)CCCCCC3)cc12 | x | 103* | 5 | -16 | x | -4 | 3 | x
CO[C@@H]1CN(C)C(=O)c2cc(NC(=O)c3ccc(F)cc3)ccc2OC[C@@H](C)N(C(C)=O)C[C@H]1C | -3 | x | -4 | 0 | 0 | -3 | 0 | 1
COc1cc(C)c(C(=O)Oc2cc(C)c(C(=O)O)c(O)c2C)c(O)c1C(=O)O | -2 | x | 9 | 2 | -8 | -1 | -6 | -1
COc1ccc2ccc(O)c(CN(C)CC(=O)Nc3ccccc3C(F)(F)F)c2c1 | 9 | 11 | x | x | 0 | 0 | 1 | -4
CCCNC(=O)C12CCC(C)(c3nc4cc(C)c(C)cc4nc31)C2(C)C (stereo unspecified) | -3 | 3 | -38 | -13 | 6 | -1 | 3 | 12
Cc1nn(C)cc1NC(=O)C[C@@H]1CC[C@@H]2[C@@H](COc3ccc(NC(=O)Nc4cccc(Cl)c4)cc3C(=O)N2C)O1 | -12 | 1 | 0 | -4 | -7 | 0 | -4 | -5
CCC(c1nnnn1Cc1ccc(F)cc1)N1CCN(C2CCCCC2)CC1 (stereo unspecified) | x | x | -4 | -27 | x | 5 | 1 | -6
C[C@H]1CN([C@@H](C)CO)S(=O)(=O)c2ccc(-c3ccncc3)cc2O[C@H]1CN(C)C(=O)C1CCCCC1 | -9 | x | x | 7 | -4 | x | x | -20
COc1ccc(NC(=O)N(C)C[C@H]2Oc3c(NS(=O)(=O)c4cccs4)cccc3C(=O)N([C@H](C)CO)C[C@H]2C)cc1 | -3 | x | -4 | 26 | 7 | 5 | 0 | 34
CCC(=O)N1CCCCN2[C@H](CO)[C@H](c3ccc(/C=C/c4ccccc4)cc3)[C@@H]2C1 | 0 | -17 | 15 | 7 | -13 | 1 | 2 | x
CCCNC(=O)Nc1ccc2c(c1)C(=O)N(C)C[C@H](OC)[C@H](C)CN(C(=O)CC)[C@H](C)CO2 | 20 | 12 | -6 | -9 | -2 | 2 | 1 | 1
O=c1n(Cc2ccc(Cl)cc2)c2sc3c(c2c2ncnn12)CCCC3 | 2 | x | x | 11 | -50 | 11 | -2 | x
O=C(CCCN1C(=O)C2CCCCN2C1=O)N1CCN(c2ccc([N+](=O)[O-])cc2)CC1 (stereo unspecified) | x | x | -17 | 0 | x | 0 | -5 | x
Cc1nn2c(-c3ccc(S(=O)(=O)N4CCN(C)CC4)o3)nnc2c2ccccc12 | -3 | 21 | 4 | 10 | x | -1 | 2 | 0
COc1ccc(S(=O)(=O)Nc2ccc3c(c2)C(=O)N([C@H](C)CO)C[C@H](C)[C@@H](CN(C)S(=O)(=O)c2ccc(Cl)cc2)OCCCC[C@@H](C)O3)cc1 | 4 | -53 | 5 | 2 | 6 | -5 | 0 | x
COc1cccc(CN(Cc2ccccc2F)S(=O)(=O)c2ccc(S(=O)(=O)NCc3ccccc3)cc2)c1 | -6 | 24 | -21 | x | -21 | x | x | x
CCOc1ccc(N2C(=O)/C(=C/c3ccc(C)o3)N(C)C2=S)cc1 | 6 | -10 | 4 | x | -37 | 0 | -6 | x
COc1ccc2nc3oc(C(=O)N4CCN(c5cccc(C(F)(F)F)c5)CC4)cc3cc2c1 | x | x | -6 | 3 | x | -1 | -2 | x
O=C(C[C@@H]1C=C[C@H](NC(=O)C2CC2)[C@H](CO)O1)NC1CCC1 | 4 | -16 | 21 | 0 | 9 | -6 | 0 | -2
O=C(CCSc1nc2cc(Cl)ccc2o1)N1CCOCC1 | x | 21 | x | -7 | x | -3 | -2 | 0
CCN(CC)C(=O)c1[nH]cnc1C(=O)N[C@@H](Cc1ccccc1)C(=O)OC(C)(C)C | -7 | -18 | -3 | 10 | -31 | -1 | 3 | 14
CCc1ccc2c(c1)cc(CN(C(=S)Nc1ccc(Cl)cc1)C1CC1)c1nnnn12 | -15 | x | 3 | 5 | -38 | x | x | x
Cc1ccc(-c2c(C#N)c(N)nc3c2CCCCCC3)o1 | -14 | x | 8 | -13 | -2 | -1 | 0 | 8
CCCCOc1c(Br)cc(/C=C2\N=C(C)OC2=O)cc1OCC | 10 | x | -21 | -19 | -4 | 0 | -6 | -11
CCCN1C[C@@H](C)[C@@H](OC)CN(C)C(=O)c2cc(NC(=O)c3cccc(OC)c3)ccc2OC[C@@H]1C | -16 | x | x | 1 | 11 | x | x | -8
CN(CC1CCN(CCc2cccc(C(F)(F)F)c2)CC1)C(=O)c1ccccc1 | 1 | 8 | 0 | -4 | x | -1 | -2 | 14
CCn1nc(C)c(CNC(=O)c2cc(COc3ccccc3SC)on2)c1C | 4 | 6 | 6 | -2 | 4 | -1 | -4 | -12
Cc1cccc(C)c1OC(=O)CN1C(=O)c2ccccc2C1=O | -2 | 10 | -6 | 10 | 8 | -5 | -2 | -2
Cc1ccc(CNC(=O)c2ccc(S(=O)(=O)N(C)C)cc2)n1C | -9 | 14 | -25 | -5 | 4 | -1 | -4 | 11
Cn1c2ccccc2c2cnn(CC(=O)Nc3cccc(F)c3)c(=O)c21 | 13 | 9 | -5 | 5 | 2 | -2 | 0 | x
COc1ccc2cc(C3=CC(=O)CC(C)(C)C3=O)ccc2c1 | -51 | -42 | x | 19 | -4 | x | x | -14
Cc1ccc(O)c(-c2cc(C(=O)NCc3ccc4c(c3)OCO4)[nH]n2)c1 | 10 | -6 | -14 | x | -19 | x | x | x
CCOC(=O)Cn1nnnc1C | 14 | 8 | -7 | 6 | -3 | x | x | x
CC1(C)CC(=O)C(C=NCCN2CCN(CCc3ccccc3)CC2)=C(O)C1 | -8 | x | 4 | 8 | 0 | x | x | -9
COCCCN1CN=C(Nc2nc3ccccc3o2)NC1 | -40 | -41 | -5 | -8 | 1 | 2 | 0 | 3
CC(=O)N1CC2(C1)[C@@H](c1ccccc1)[C@H](CO)N2C(=O)c1ccncc1 | -28 | -13 | x | 3 | 2 | x | x | x
COC(=O)c1ccc(OC)c(Cn2c(=O)n(C)c(=O)c3ccccc32)c1 | 5 | -3 | -3 | x | 5 | 0 | 0 | 5
Cc1cc(N(C)Cc2ccccc2)nc2cc(O)ccc12 | -39 | -14 | -2 | 2 | 10 | 2 | -2 | -8
CN1C(=O)c2cc(NC(=O)C3CC3)ccc2OC[C@@H]2O[C@@H](CC(=O)NC3CCC3)CC[C@H]21 | -15 | -7 | x | 7 | 3 | 0 | 0 | -11
Cc1cc(C)c(S(=O)(=O)NCCCn2ccnc2)c(C)c1 | -6 | -13 | 9 | x | 8 | x | x | x
O=C(Nc1cccc(C(=O)N2CCCC2)c1)C1CCCC1 | 0 | 7 | 0 | 5 | 3 | -2 | -3 | 6

Whole records, quoted from the list. Order of values: LGR2 inh | PAX8 reporter | ARNT TACC3 PPI | PGC1a acetyl inh | INS-1E GSIS act | Cneo AK release | PglD inh | C2C12 statin
Entry for COc1ccc2ccc(O)c(CN(C)CC(=O)Nc3ccccc3C(F)(F)F)c2c1 → 9 | 11 | x | x | 0 | 0 | 1 | -4
Entry for Cc1ccc(CNC(=O)c2ccc(S(=O)(=O)N(C)C)cc2)n1C → -9 | 14 | -25 | -5 | 4 | -1 | -4 | 11

Compounds were not picked by outcome; about 2.9% have a hit in one of these screens.
